TDP-43 yeast inh – rescues yeast growth from TDP-43 toxicity | TDP-43 expressing yeast growth rescue, BacTiter-Glo, 24 h | Potency, µM (titrated, usually from 46.1 µM), without a hit: top-dose growth rescue (activation), usual class: activators | 1.8% of 410,000 active; also: potency is read from the fitted curve at half-maximal effect; % of control where 0% means no effect; nearly all actives have a fitted effect of over 50% in size
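Readout is BacTiter-Glo luminescence of cell growth, so inhibitors register as activators. TDP-43-expressing yeast at OD600=0.02 in galactose medium, after raffinose pregrowth to mid-log, were incubated with compound for 24 hr at 30 deg C.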
aSyn yeast inh – alpha-synuclein toxicity inhibition in yeast; Yeast expressing alpha-synuclein, growth rescue, BacTiter-Glo, 24 h; Potency, µM (top dose mostly 46.1 µM), for the others: top-dose growth rescue (activation), most hits filed as activators; 0.14% of 370,000 active; also: potency is read from the fitted curve at half-maximal effect; % of control where 0% means no effect; nearly all actives have a fitted effect of over 65% in size
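Galactose-induced alpha-syn yeast (OD600=0.02, raffinose-pregrown) + pinned cpd, 24 hr, 30 deg C; growth by BacTiter-Glo luminescence. Growth restoration scores as activation.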
PTHR1 agonist – PTHR1 (human) receptor agonism. 0.075% of 410,000 active. HEK293 GP2 PTHR1 cells, GloSensor cAMP luminescence, 1 h. Q03431. Potency, µM (series often up to 115 µM), without a hit: at the top dose activation, usual class: activators; also: potency is read from the fitted curve at half-maximal effect; nearly all actives have a fitted effect of over 55% in size; some results filed as inactive show a strong effect at the top dose; inactives centre near -15; many of its hits are not listed in these tables
Target sequence (Q03431 whole entry, looked up): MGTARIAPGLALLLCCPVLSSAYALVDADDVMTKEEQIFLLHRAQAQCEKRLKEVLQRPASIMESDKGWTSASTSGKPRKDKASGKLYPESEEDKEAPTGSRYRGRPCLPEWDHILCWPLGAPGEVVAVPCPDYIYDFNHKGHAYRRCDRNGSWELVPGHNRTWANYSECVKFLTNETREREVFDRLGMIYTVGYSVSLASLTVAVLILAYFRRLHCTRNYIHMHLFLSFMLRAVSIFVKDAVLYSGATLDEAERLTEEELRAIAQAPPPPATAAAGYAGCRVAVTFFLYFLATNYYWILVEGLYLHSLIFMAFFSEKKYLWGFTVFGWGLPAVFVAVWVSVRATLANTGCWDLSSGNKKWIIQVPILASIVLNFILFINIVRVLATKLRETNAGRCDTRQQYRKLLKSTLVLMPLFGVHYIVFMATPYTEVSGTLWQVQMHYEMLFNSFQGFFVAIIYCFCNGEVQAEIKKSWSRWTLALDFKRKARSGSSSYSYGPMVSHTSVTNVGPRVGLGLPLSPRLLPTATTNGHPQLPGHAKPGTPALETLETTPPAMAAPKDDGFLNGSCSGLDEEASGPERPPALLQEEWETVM
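HEK-293-derived GP2 cells expressing PTHR1 and a GloSensor cAMP reporter, 3,000/well, plated overnight, given luciferin plus IBMX (each 0.5 mM as added) for 1 h at 37 °C, then compound for 1 h at 37 °C. Luminescence was read after 15 min at room temperature.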
KB-V1 cytotox – kills drug-selected multidrug resistant KB-V1 cells; KB-V1 MDR cells viability, CellTiter-Glo, 72 h; Potency, µM (doses to about 46.1 µM), for inactives: top-dose activity change, negative = cytotoxicity, usual class: cytotoxic; 3.4% of 400,000 active; AID 1347076; also: potency is read from the fitted curve at half-maximal effect; % is scaled to controls: 0 for no effect and ±100 for the full control effect; nearly all actives have a fitted effect of over 60% in size
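KB-V1 MDR subline cells in DMEM (phenol-red free, 10% FBS) exposed to compounds in qHTS concentration series for 72 h at 37 degrees C. Viability read by CellTiter-Glo luminescence; concentration-effect curves fitted after normalization and correction.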
D3 ag – D3 dopamine receptor (human) agonism; D3R DiscoveRx beta-arrestin cells, luminescence, 90 min; max activation, %; 0.58% of 410,000 active; P35462; in the data active = max activation above about 30%; also: 0% is about no effect; mostly tested at two doses, the higher about 12 µM
Target sequence (P35462 whole entry, looked up): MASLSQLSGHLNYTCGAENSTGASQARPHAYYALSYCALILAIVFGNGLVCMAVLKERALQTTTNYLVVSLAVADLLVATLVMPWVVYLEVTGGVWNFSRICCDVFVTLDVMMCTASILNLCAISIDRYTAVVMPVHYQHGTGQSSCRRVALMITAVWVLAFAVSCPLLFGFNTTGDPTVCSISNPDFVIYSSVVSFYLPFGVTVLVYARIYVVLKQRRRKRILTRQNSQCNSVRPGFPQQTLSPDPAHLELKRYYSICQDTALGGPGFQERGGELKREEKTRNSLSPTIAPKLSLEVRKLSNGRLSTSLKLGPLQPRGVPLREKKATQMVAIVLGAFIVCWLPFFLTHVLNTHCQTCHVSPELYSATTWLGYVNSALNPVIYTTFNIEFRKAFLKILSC
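Agonist-mode cell screen: cells plated at 1500/well and incubated overnight at 37 °C, then exposed to library compounds for 90 min at 37 °C. Detection reagent was added for 30–60 min at room temperature, and luminescence was read.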
GLP1R ag – agonists of human GLP-1 receptor | P43220 | HEK293 GLP-1R CRE-luciferase, luminescence, 4-6 h; cells express a hypersensitive GLP-1R form | Potency, µM (series often up to 45.6 µM), for the others: at the highest dose activation, actives largely listed as activators | 0.007% of 380,000 active | AID 624172; also: potency is read from the fitted curve at half-maximal effect; % of control where 0% means no effect
DRD3 antagonist – antagonists of human D3 dopamine receptor | P35462 | D3R cells, DiscoveRx beta-arrestin luminescence, antagonist mode; hits give low values | max response, negative = inhibition, % | 2.5% of 360,000 active; in the data active = max response below about -50%; inconclusive = no clear call, values can overlap the other calls; also: % is scaled to controls: 0 for no effect and ±100 for the full control effect; mostly tested at two doses, the higher about 12 µM
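Cells expressing the human receptor were seeded at 1500 cells/well, incubated overnight at 37 degrees C in 5% CO2, then exposed to library compounds with dopamine controls for 90 minutes at 37 degrees C before luminescent detection.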
GLP1R inv ag – GLP-1 receptor (human) inverse agonism; AID 624417; 1.6% of 410,000 active; HEK293 GLP-1R CRE-luciferase, luminescence, 24 h; GLP-1R form is constitutively active; Potency, µM (series often up to 38.3 µM), for inactives: at the top dose activity change, negative = inhibition, actives largely listed as inhibitors; P43220; also: potency is read from the fitted curve at half-maximal effect; % is scaled to controls: 0 for no effect and ±100 for the full control effect; nearly all actives have a fitted effect of over 55% in size
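Seeding at 200 cells/uL, 12 h culture, 24 hr compound treatment, then luciferase reagent and a luminescence read; cells are HEK293 stably expressing a constitutively active GLP-1R plus cAMP-responsive luciferase.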
HEK293 tox – cytotoxicity counter-screen for GLP-1 receptor inverse agonists; HEK293 cAMP-luciferase reporter cells, luminescence, 24 h; 0.13% of 410,000 active; AID 624418; Potency, µM (doses to about 38.3 µM), for the others: at the top dose activity change, negative = inhibition, actives largely listed as inhibitors;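 also: loss of luciferase light is scored as toxicity; potency is read from the fitted curve at half-maximal effect; % is scaled to controls: 0 for no effect and ±100 for the full control effect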
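Seeding density was 200 cells/uL; after overnight-length (12 h) culture, 23 nL compounds went on for 24 h at 37 °C. Readout used a luciferase detection reagent, luminescence taken after 12 min at room temperature.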
The depositor's hits bear a star; i = inactive; ? = inconclusive; nt = not tested or not shown; & = joins results of further samples; [ ] = dose if it differs, or a comment. Unless noted, calls follow the shape of the dose curve; as a rule, active = well fitted curve in the direction sought with a large enough effect; inconclusive = small, poorly fitted or top-dose-only effect, or another doubt; inactive = no such curve, though single readings can be large; an effect the other way counts as inactive or inconclusive. An excerpt; count on the stated rates, not on these rows.

SMILES	TDP-43 yeast inh	aSyn yeast inh	PTHR1 agonist	KB-V1 cytotox	D3 ag	GLP1R ag	DRD3 antagonist	GLP1R inv ag	HEK293 tox
COc1ccc(NC(=O)CN(c2ccc(C(C)C)cc2)S(=O)(=O)c2c(C)noc2C)cc1OC	17%	1%	i	-3%	4	-3%	3	-19%	0%
N#CC1=C(N)Oc2cc3ccccc3cc2C1c1cccs1 (stereo not given)	-7%	-5%	-21%	0%	3	-2%	15	?	-38%
CCCSc1nc2c(c(=O)n(C)c(=O)n2C)n1Cc1ccc(C)cc1	-5%	-1%	-11%[57.5 µM]	?	2	-2%	-4	0%	-5%
CCCCn1c(N)c(N(CCOC)C(=O)CN2C(=O)c3ccccc3C2=O)c(=O)[nH]c1=O	-10%	1%	i	nt	4	5%	7	20%	-3%
C/C(=N/Nc1nc(C)cc(C)n1)c1ccc(Br)cc1	3%	-5%	i	?	2	7%	-12	?	?
Cc1cc(CNCc2c(C(=O)N(C)Cc3ccccc3)nc3ccccn23)nn1C	4%	-2%	i	-5%	-7	5%	-2	8%	0%
O=C(O)c1ccccc1OCCN1CCCC1=O	-12%	0%	i	?	14	-8%	10	10%	9%
COc1ccc(S(=O)(=O)N2CCCC2)cc1Br	20%	9%	i	20%	-5	-3%	16	3%	20%
CCCCN(C(=O)CC1CCCCC1)c1c(N)n(CCCC)c(=O)[nH]c1=O	0%	?	i	13%	-7	-5%	80	8%	2%
CC(C)(C)S(=O)(=O)/C(C#N)=N/Nc1ccc(Cl)cc1	?	-31%[inhibitor]	-37%[inhibitor]	?	13	-3%	-7	-32%	?
COc1ccc(C(=O)C2CCN(C(=O)c3ccc(F)cc3)CC2)cc1	?	1%	-33%	?	2	1%	11	?	-23%
N#Cc1ccc(NC2c3ccccc3CC2O)cc1 (stereo not given)	15%	11%	-65%[inhibitor]	18µM*	1	7%	8	-23%	68%[activator]
CC(=O)Nc1ccc(NC(=O)CSc2ccccn2)cc1	5%	2%	i	3%	2	-3%	17	2%	9%[1.53 µM]
COc1ccc2c(c1OC)C(=O)OC2Nc1ncccc1C (stereo not given)	-8%	-4%	-1%	?	-8	1%	9	4%	5%
CCOC(=O)c1sc(C)c2c(=O)n(Cc3ccc(Cl)cc3)c(C)nc12	4%	10%	i	-16%	7	7%	?	?	12%
CCCCCn1c(CCNC(=O)c2cccs2)nc2ccccc21	-7%	0%	-13%[57.5 µM]	?	1	4%	5	0%	-14%
COCCn1c(=N)c(C(=O)NCCc2ccccc2)cc2c(=O)n3cccc(C)c3nc21	-14%	1%	i	-22%	3	-5%	1	0%	109%[activator]
COc1cc(/C=N/NC(=O)COc2cc(C)cc(C)c2)ccc1OS(=O)(=O)c1ccc(C)cc1	0%	0%	i	-19%	9	-4%	8	-9%	16%
CCOC(=O)C1(C)CCCN1C(=O)c1sccc1C (stereo not given)	12%	-2%	-28%	-3%	0	-5%	-1	3%	2%
CCC(=O)NC(Cc1ccccc1)c1ccc2c(c1)OCCCO2 (stereo not given)	13%	10%	-50%[inhibitor]	13µM*	4	2%	-11	0%	-9%
O=C(NC1CCCC1)C(c1ccccc1)n1c(CSCCOc2ccccc2)nc2ccccc21 (stereo not given)	12%	?	-26%	?	8	nt	43	14%	-1%
CCN(CC)Cc1cc(C(C)=O)ccc1OCC(C)C	-7%	0%	i	?	-4	1%	-16	0%	7%
Cn1c(SCc2ccc(C(C)(C)C)cc2)nnc1C1COc2ccccc2O1 (stereo not given)	10%	?	-84%[inhibitor]	-26%	-2	3%	1	?	-2%
Cn1c(=O)oc2cc(S(=O)(=O)Nc3ccc(Cl)cc3)ccc21	-2%	1%	i	?	1	0%	2	-16%	-25%

Four compounds drawn at random from the list so far:
SMILES	TDP-43 yeast inh	aSyn yeast inh	PTHR1 agonist	KB-V1 cytotox	D3 ag	GLP1R ag	DRD3 antagonist	GLP1R inv ag	HEK293 tox
Cn1c(SCc2ccc(C(C)(C)C)cc2)nnc1C1COc2ccccc2O1 (stereo not given)	10%	?	-84%[inhibitor]	-26%	-2	3%	1	?	-2%
CC(=O)Nc1ccc(NC(=O)CSc2ccccn2)cc1	5%	2%	i	3%	2	-3%	17	2%	9%[1.53 µM]
CCOC(=O)c1sc(C)c2c(=O)n(Cc3ccc(Cl)cc3)c(C)nc12	4%	10%	i	-16%	7	7%	?	?	12%
CCN(CC)Cc1cc(C(C)=O)ccc1OCC(C)C	-7%	0%	i	?	-4	1%	-16	0%	7%

Complete entries, quoted from the list. Screens in order: TDP-43 yeast inh	aSyn yeast inh	PTHR1 agonist	KB-V1 cytotox	D3 ag	GLP1R ag	DRD3 antagonist	GLP1R inv ag	HEK293 tox
Cn1c(SCc2ccc(C(C)(C)C)cc2)nnc1C1COc2ccccc2O1 (stereo not given) as listed: 10%	?	-84%[inhibitor]	-26%	-2	3%	1	?	-2%
CCCCCn1c(CCNC(=O)c2cccs2)nc2ccccc21 as listed: -7%	0%	-13%[57.5 µM]	?	1	4%	5	0%	-14%
CCC(=O)NC(Cc1ccccc1)c1ccc2c(c1)OCCCO2 (stereo not given) as listed: 13%	10%	-50%[inhibitor]	13µM*	4	2%	-11	0%	-9%
COCCn1c(=N)c(C(=O)NCCc2ccccc2)cc2c(=O)n3cccc(C)c3nc21 as listed: -14%	1%	i	-22%	3	-5%	1	0%	109%[activator]
CCOC(=O)C1(C)CCCN1C(=O)c1sccc1C (stereo not given) as listed: 12%	-2%	-28%	-3%	0	-5%	-1	3%	2%

The list goes on.
SMILES	TDP-43 yeast inh	aSyn yeast inh	PTHR1 agonist	KB-V1 cytotox	D3 ag	GLP1R ag	DRD3 antagonist	GLP1R inv ag	HEK293 tox
COc1ccc(N(CCC#N)C(=O)/C(C#N)=C/c2cccs2)cc1	-7%	2%	i	8%	2	10%	7	15%	2%
COc1ccc(NC2CCCN(C(=O)c3cccc(N4CCNC4=O)c3)C2)cc1 (stereo not given)	8%	1%	i	16%	1	2%	8	9%	-4%
CCN(c1ccccc1)S(=O)(=O)c1nnc(NC(=O)C(C)(C)C)s1	-27%&28%	0%&17%	-26%&-44%	-10%&1%	-3&7	-4%	-22	-25%&-21%	6%&1%
COc1ccc(CNC(=O)c2cccc(C)c2[N+](=O)[O-])cc1	11%	-4%	-15%	23µM*	2	0%	0	5%	14%
O=C(O)CSc1nc2c(c(=O)[nH]1)CCCC2	-1%	-14%	-27%[57.5 µM]	0%	3	-2%	13	7%	-4%
Cc1nc(NCCN2CCOCC2)c2oc3ccccc3c2n1	9%	0%	i	-20%	-2	1%	-3	2%	-7%
COc1cc(Br)cc(CN2CCN(c3ncccn3)CC2)c1O	16%	-1%	-7%	13%	20	9%	3	-8%	4%
O=C(CSc1ccc2nnc(CCNC(=O)c3ccccc3)n2n1)NCc1ccco1	1%	-7%	i	3%	-1	7%	-17	26%	21%
CCCn1c2ccccc2c2nnc(SCC(=O)Nc3nnc(CC(=O)OCC)s3)nc21	1%	-6%	-2%[57.5 µM]	-10%	8	7%	19	54%[activator]	-10%
CN(C)S(=O)(=O)c1ccc(C(=O)OCC(=O)Nc2ccc3c(c2)OCO3)cc1	14%	1%	-11%	?	3	9%	6	-7%	2%
CCOC(=O)c1c(C)[nH]c(C(=O)COC(=O)CSCC(=O)N(CC)CC)c1C	0%	5%	-11%	?	4	11%	19	0%	1%
CC(C)(CNC(=O)COc1ccccc1Cc1ccccc1)N1CCOCC1	9%	2%	-26%	-27%	13	7%	10	?	8%
CCN(CC)S(=O)(=O)c1cccc(NC(=O)COc2ccc(F)cc2Br)c1	9%	-1%	-31%[inhibitor]	?	-4	25%	-4	?	8%
C=Cn1cc[n+](CC(=O)c2ccc(C)cc2)c1	3%	5%	i	7%	5	2%	-11	3%	3%
CCOc1nc(NCCN2CCOCC2)nc(Nc2ccc([N+](=O)[O-])cc2)n1	-23%[0.397 µM]	0%	16%	-9%	-2	23%	-8	18%	-13%
CCNC(=O)C12CCC(C)(C(=O)O1)C2(C)C (stereo not given)	-32%[inhibitor]	-6%	6%	-10%	-9	0%	-1	5%	-4%
Cc1cc(NC(=O)COC(=O)c2ccccc2O)no1	0%	1%	-25%	-9%	4	-19%	-2	4%	-23%
O=C1CC(N2C(=O)/C(=C/C=C/c3ccccc3)SC2=S)C(=O)N1c1ccccc1 (stereo not given)	15%	12%	i	7%	3	-16%	-2	39%[activator]	13%
CN(Cc1ccccc1)c1ccc(-c2nc(-c3ccncc3)no2)cc1[N+](=O)[O-]	7%	nt	i	4%	57*	nt	nt	?	8%
O=C1C2CC=CCC2C(=O)N1c1ccc(N2CCN(c3ccccn3)CC2)c([N+](=O)[O-])c1 (stereo not given)	-31%[inhibitor]	0%	-39%[inhibitor]	-4%	15	5%	-18	?	-12%
CCn1c(CSCc2c(Cl)cccc2Cl)n[nH]c1=S	11µM*	8%	-21%	?	0	10%	-3	-19%	?
Cn1c(SCC(=O)NCCc2ccc(S(N)(=O)=O)cc2)nc2ccccc2c1=O	-1%	-1%	i	0%	-7	0%	-9	-6%[7.66 µM]	13%[7.66 µM]
CCc1c(O)nc(SCC(=O)N2CCc3cc(OC)c(OC)cc3[C@@H]2C)[nH]c1=O	21%	-1%	-12%	-18%	9	-1%	6	13%	-2%

High-throughput results (PubChem BioAssay)
